RPL19A TOR yeast: alters RPL19A-GFP fluorescence in TOR pathway yeast screen; percent response vs DMSO, % at 10 µM; actives 0.3% (n = 330,000); S. cerevisiae RPL19A-GFP strain, flow cytometry, 3 h; hits give low values;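 active means percent response vs DMSO below 50%; inconclusive means fewer than 70 events counted for the yeast strain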;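 further: median channel GFP fluorescence of the barcoded RPL19A-GFP strain; ratio of sample median GFP to plate DMSO average so 100% = DMSO; lower means less RPL19A-GFP as with rapamycin TOR inhibition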
AGP1-GFP MLPCN: modulators of TOR pathway AGP1-GFP in S. cerevisiae; actives 0.02% (n = 320,000); GFP response vs DMSO, % at 10 µM; S. cerevisiae AGP1-GFP multiplex flow cytometry, 3 h; GFP as percent of DMSO wells;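 active means GFP response relative to DMSO above a set limit, near screen average plus 3 SD, cut at about 150% in these data; inconclusive means fewer than 70 cells counted for the yeast strain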;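 further: median GFP channel fluorescence of the gated AGP1 strain per well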
LAP4 TOR yeast: alters LAP4-GFP fluorescence in TOR pathway yeast screen | GFP response vs DMSO, % at 10 µM | S. cerevisiae LAP4-GFP multiplex, flow cytometry GFP, 3 h; median GFP as percent of DMSO wells | actives 0.34% (n = 320,000);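 active means GFP response vs DMSO above a set limit, about the screen mean plus 3 SD, cut at about 150% in these data; inconclusive means under 70 cell events counted for the yeast strain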
CIT2 TOR yeast: yeast TOR pathway CIT2-GFP modulation. S. cerevisiae CIT2-GFP strain, flow cytometry, 3 h; 100 means same as DMSO wells. GFP response vs DMSO, % at 10 µM. actives 0.065% (n = 320,000). AID 2029;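 active means GFP response relative to DMSO above a set limit, near the screen mean plus 3 SD, cut at about 150% in these data; inconclusive means Fewer than 70 cells measured for a yeast strain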;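 further: ratio of well median GFP fluorescence to mean of DMSO wells on the plate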
AHR act: human AHR activation; P35869; activation, % at 5 µM; actives 2.5% (n = 320,000); AHR-responsive luciferase reporter cells, luminescence; in the data active means activation above about 47%;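 further: 0% = vehicle wells and 100% = reference agonist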
Target sequence (P35869 whole entry, looked up): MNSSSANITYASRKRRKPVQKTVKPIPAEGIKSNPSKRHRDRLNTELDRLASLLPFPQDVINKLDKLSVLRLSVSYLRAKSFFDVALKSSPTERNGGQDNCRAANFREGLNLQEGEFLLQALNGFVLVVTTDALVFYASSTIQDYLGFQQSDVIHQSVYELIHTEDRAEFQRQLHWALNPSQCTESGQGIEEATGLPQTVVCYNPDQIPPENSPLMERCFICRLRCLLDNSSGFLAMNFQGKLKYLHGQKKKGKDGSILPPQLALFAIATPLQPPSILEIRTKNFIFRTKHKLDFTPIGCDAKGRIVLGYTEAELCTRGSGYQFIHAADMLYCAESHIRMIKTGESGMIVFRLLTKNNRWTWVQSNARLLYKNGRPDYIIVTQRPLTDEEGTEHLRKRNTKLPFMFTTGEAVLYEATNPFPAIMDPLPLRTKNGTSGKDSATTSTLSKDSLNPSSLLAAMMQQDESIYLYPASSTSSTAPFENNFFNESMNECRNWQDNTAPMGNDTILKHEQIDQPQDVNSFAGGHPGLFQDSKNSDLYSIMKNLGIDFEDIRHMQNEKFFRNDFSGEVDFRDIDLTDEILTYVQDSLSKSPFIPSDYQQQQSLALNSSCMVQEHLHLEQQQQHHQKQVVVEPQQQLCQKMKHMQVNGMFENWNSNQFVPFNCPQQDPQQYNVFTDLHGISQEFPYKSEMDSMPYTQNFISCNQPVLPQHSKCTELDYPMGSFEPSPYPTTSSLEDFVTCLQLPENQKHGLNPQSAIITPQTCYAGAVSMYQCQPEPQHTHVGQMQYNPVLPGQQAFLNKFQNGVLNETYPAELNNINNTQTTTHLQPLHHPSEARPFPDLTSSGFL
MEP2-GFP yeast: yeast TOR pathway MEP2-GFP modulation. GFP response vs DMSO, % at 10 µM. S. cerevisiae MEP2-GFP strain, flow cytometry GFP, 3 h; 100% = DMSO control level. actives 0.51% (n = 330,000);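 active means GFP response versus DMSO above a set limit, roughly screen mean plus 3 SD, cut at about 180% in these data; inconclusive means fewer than 70 cells counted for a yeast strain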;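 further: median GFP fluorescence of the barcode-gated MEP2-GFP cells per well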
proCasp3 act: activates human procaspase-3; P42574; recombinant procaspase-3 D3A, Ac-DEVD-pNA absorbance 405 nm; activation, % at 8.5 µM; actives 0.11% (n = 330,000);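 active means activation above the mean of all tested compounds plus 3 SD, cut at about 21% in these data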;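 further: 0% = DMSO alone and 100% = DMSO wells spiked with extra 5 µM PC-3 D3A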
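System: Procaspase-3 D3A mutant. Medium: Zinc-free 300 mM NaCl, 50 mM HEPES, 0.01% Triton X-100. Schedule: 1 h preincubation plus 2 h reaction at 25 °C. Measured by: 405 nm absorbance of p-nitroaniline, reads at 0 and 120 min. Read-out: percent activation relative to control range.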
proCasp7 act: counter-screen for procaspase-3 activators: activators of human procaspase-7; activation, % at 8.5 µM; recombinant procaspase-7, Ac-DEVD-pNA absorbance 405 nm; D23A/D198A/D206A triple mutant, cannot self-cleave; scale: DMSO 0, 5 µM enzyme 100; actives 0.093% (n = 330,000);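 active means percent activation above the screen-wide mean plus 3 SD, cut at about 25% in these data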
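Assay system: Uncleavable procaspase-7 mutant enzyme / Input: 2 µM procaspase-7 mutant as dispensed / Dosing: single nominal 8.5 µM compound dose, 0.8% DMSO final / Timing: 1 h enzyme–compound preincubation and 2 h substrate reaction, both 25 °C / Detection: p-Nitroaniline absorbance at 405 nm, read at 0 and 120 min / Replication: singlicate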
* = called active by the depositor; ? = inconclusive; / = no result given; [ ] = another dose, or the depositor's remark. A portion of the library; the hit share may differ from the screen's.

entry | molecule | RPL19A TOR yeast | AGP1-GFP MLPCN | LAP4 TOR yeast | CIT2 TOR yeast | AHR act | MEP2-GFP yeast | proCasp3 act | proCasp7 act
1 | Cc1cc(NCCN)nc2ccccc12 | / | 98 | 93 | 95 | 20 | 102 | 8 | 0
2 | CC(=O)c1ccc2c(c1)C1C(Cl)C(Sc3ccccc3[N+](=O)[O-])CC1C(c1ccccc1[N+](=O)[O-])N2 (stereo not given) | 98 | 98 | 96 | 90 | 7 | 98 | -9 | -10
3 | c1ccc2c3c([nH]c2c1)CNCC3 | 104 | 94 | 97 | 91 | 35 | 99 | -4 | -6
4 | COc1ccccc1N=Cc1c(O)n(C)c(=O)n(C)c1=O | 98 | 99 | 106 | 85 | 73* | 109 | 1 | 1
5 | C=C(C)Cn1c(=O)n(CC2CS2)c2ccccc21 (stereo not given) | 93 | 98 | 104 | 85 | -4 | 90 | 4 | 5
6 | CC(C)c1ccc(NC(=O)CSc2nnc(OC(=O)N(C)C)n2C2CC2)cc1 | 105 | 104 | 105 | 96 | 0 | 107 | -2 | -5
7 | COc1ccccc1N1CCN(Cc2ccc(Br)cc2)CC1 | 102 | 97 | 84 | 102 | -2 | 106 | 2 | -1
8 | C(#CCN1CCOCC1)COCc1ccccc1 | 92 | 91 | 95 | 90 | 1 | 95 | 6 | 9
9 | C=C1[C@H]2C[C@H]3[C@H]4N5C[C@]6(C)CCC[C@]47[C@H]([C@H]2O)[C@]3(C[C@]5(O)[C@H]67)[C@@H]1O | 97 | 102 | 101 | 97 | 1 | 104 | 7 | -5
10 | CN(C)C(CNC(=O)Cc1ccc(Br)cc1)c1ccccc1 (stereo not given) | 96 | 100 | 107 | 93 | 0 | 99 | 4 | -9
11 | O=C1C2CCCN2C(c2cccc(Cl)c2)N1c1ccccn1 (stereo not given) | 95 | 103 | 98 | 96 | 3 | 99 | 3 | 2
12 | COc1ccc(NC(=O)c2cn(CCC#N)nc2-c2ccc(OC)c(OC)c2)cc1 | 104 | 78 | 95 | 88 | 1 | 107 | -2 | 6
13 | Nc1cccc(N=Cc2c(O)n(Cc3ccc(F)cc3)c(=O)[nH]c2=O)c1 | 99 | 100 | 103 | 109 | 2 | 102 | -11 | -1
14 | CCC(C)N1C(=O)/C(=C\c2ccc(N3CCCCCC3)cc2)C(=O)NC1=S (stereo not given) | 102 | 101 | 108 | 104 | 0 | 99 | -6 | -14
15 | O=S(=O)(c1ccc(Cl)cc1)c1ccc(Cl)cc1 | 96 | 96 | 108 | 78 | 0 | 97 | -5 | 0
16 | CN1CCC(C)(O)C2CCCCC21 (stereo not given) | 97 | 97 | 96 | 102 | 0 | 100 | 5 | 3
17 | O=C1C(Cc2cnc[nH]2)NC(=S)N1c1ccccc1 (stereo not given) | 104 | 99 | 95 | 100 | / | 113 | / | /
18 | COc1ccc(-c2nc(CSCC(=O)N3CCC4(CC3)OCCO4)c(C)o2)cc1OC | 103 | 104 | 107 | 113 | 0 | 105 | -11 | 0
19 | COC(=O)C1=C(c2cccc(OCc3ccccc3)c2)C[C@@H]2CC[C@H]1N2C(=O)NCc1ccc2[nH]ccc2c1 | 94 | 94 | 94 | 95 | 1 | 96 | -3 | -4
20 | CCCCC(=O)N/N=C/c1c(O)n(CCc2ccc(OC)c(OC)c2)c(=O)[nH]c1=O | 110 | 104 | 88 | 107 | 3 | 108 | -5 | -24
21 | C=CCn1c(O)c(C(C)=NCCO)c(=O)[nH]c1=O | 100 | 103 | 94 | 98 | -4 | 96 | 2 | 9
22 | Cc1cc(C)nc(/N=C(\N)c2c(O)[nH]c(=O)[nH]c2=O)n1 | 98 | 99 | 90 | 98 | 12 | 100 | 9 | 0
23 | Cc1ccc(N=Nc2c(O)[nH]c(=O)[nH]c2=O)c([N+](=O)[O-])c1 | 95 | 93 | 90 | 94 | 2 | 92 | 7 | 4
24 | Cc1cccc(OCC(=O)N2CCN(Cc3cccnc3)CC2)c1 | 99 | 107 | 102 | 97 | 2 | 103 | -5 | 10
25 | COC(=O)[C@@H]1C[C@@]1(C)[C@@H](NP(=O)(c1ccccc1)c1ccccc1)c1ccccc1 | 97 | 84 | 101 | 81 | 0 | 90 | -4 | -2
26 | COC(=O)C1=C(c2c(C)noc2C)C[C@@H]2CC[C@H]1N2C(=O)NCc1ccc(C(F)(F)F)cc1 | 103 | 102 | 107 | 110 | 2 | 103 | 3 | 15
27 | CN(C)CCCN=Cc1c(O)n(CCc2ccc(F)cc2)c(=O)[nH]c1=O | ? | 79[may fluoresce red and violet] | ? | / | -2 | ? | 0 | 2
28 | C[N+](C)(C)Cc1ccccc1 | 107 | 104 | 103 | 93 | -3 | 103 | 7 | -4
29 | Cc1ccsc1C(=O)C1CCCN(Cc2cccc(OCCO)c2)C1 (stereo not given) | 96 | 96 | 92 | 90 | 9 | 95 | 2 | 3
30 | COC(=O)C1C2c3ccccc3OC1(C)N=c1s/c(=C/c3cn(C)nc3C)c(=O)n12 (stereo not given) | 106 | 102 | 111 | 103 | 2 | 112 | -4 | 1
31 | NP(=O)(OCCCc1ccccc1)Oc1ccccc1 (stereo not given) | 90 | 83 | 123 | 87 | -1 | 87 | -2 | -2
32 | N#CC(C#N)=NNc1ccc(S(N)(=O)=O)cc1 | 98 | 107 | 120 | 102 | 0 | 100 | -17 | 8
33 | O=C1NC(=O)C2(Cc3ccccc3N3CCCC32)C(=O)N1c1cccc(Cl)c1 (stereo not given) | 100 | 101 | 106 | 107 | 9 | 116 | -2 | 2
34 | CC1CC(NC(=O)C2C3CCC(O3)C2C(=O)O)CC(C)(C)C1 (stereo not given) | 118 | 107 | 114 | 116 | 0 | 113 | 2 | -6
35 | COC(=O)C1=C(c2ccc(F)cc2OCc2ccccc2)C[C@@H]2CC[C@H]1N2C(=O)N1CCCCC1 | 94 | 93 | 96 | 88 | 1 | 94 | 3 | -2
36 | CCN1CCN(C(=O)COc2cc(=O)n(CC)c3ccccc23)CC1 | 99 | 105 | 113 | 99 | 10 | 94 | 2 | 10
37 | Cc1nc2ccccc2c(=O)n1-c1ccc(Br)cn1 | 98 | 106 | 125 | 101 | 6 | 94 | 8 | -5
38 | CCCCc1nc2ccccc2c(=O)n1-c1ccccc1[N+](=O)[O-] | 100 | 103 | 101 | 104 | -3 | 106 | -1 | 14
39 | O=C1NC(=O)[C@]2(Cc3ccccc3N3CCN(c4ccccc4)CC32)C(=O)N1c1ccccc1 (stereo not given in full) | 99 | 94 | 98 | / | 10 | 96 | 3 | -4
40 | CCOC(=O)c1c(C)c(P(=S)(N2CCOCC2)N2CCOCC2)n(C)c1C | 99 | 102 | 104 | 102 | 2 | 107 | -7 | -6
41 | O=C(c1ccc(Cl)cc1)C1CCCN(Cc2ccon2)C1 (stereo not given) | 108 | 103 | 99 | 110 | 6 | 117 | 4 | -2
42 | COC(=O)Cn1cc(C(=O)c2ccccc2F)c2ccccc21 | 104 | 100 | 98 | 103 | / | 102 | / | /
43 | COc1ccc(-n2c(/C=C/c3cccc(F)c3)nc3ccccc3c2=O)c(OC)c1 | 102 | 99 | 87 | 92 | / | 98 | / | /
44 | COc1ccc(CCNC2CCCCC2)cc1 | ? | ? | ? | ? | 1 | ? | 3 | 8
45 | O=C1NC(=O)C(=Cc2ccc3c(c2)OCO3)C(=O)N1 | 91 | 89 | 88 | 98 | -1 | 93 | 3 | -13
46 | CCC(C)NC(=O)c1c(N)n(CC2CCCO2)c2nc3ccccc3nc12 (stereo not given) | 100 | 103 | 114 | 99 | 12 | 103 | 12 | 2
47 | Cn1cc(NC(=O)CCl)cn1 | 104 | 111 | 98 | 109 | -1 | 106 | -2 | 4
48 | COc1ccccc1OCC(=O)N1CCCC(N(C)Cc2ccccc2)C1 (stereo not given) | 92 | 101 | 97 | 92 | 0 | 93 | 3 | 3
49 | COC(=O)c1ccccc1OP(=O)(c1cccc([N+](=O)[O-])c1)c1cccc([N+](=O)[O-])c1 | 103 | 132 | 124 | 115 | -3 | 111 | 12 | 4
50 | CCN(CC)c1ccc(N=Cc2c(O)n(-c3cc(OC)ccc3OC)c(=O)[nH]c2=O)cc1 | 94 | 101 | 96 | 96 | 13 | 99 | -15 | -34

(more compounds)
entry | molecule | RPL19A TOR yeast | AGP1-GFP MLPCN | LAP4 TOR yeast | CIT2 TOR yeast | AHR act | MEP2-GFP yeast | proCasp3 act | proCasp7 act
51 | C=CCC1([C@@H](C)CCC)C(=O)NC(=O)NC1=O | 101 | 100 | 115 | 101 | 2 | 105 | 6 | 4
52 | CCOP(=S)(OCC)SCCSCC | 102 | 100 | 120 | 79 | -2 | 103 | 7 | 5
53 | O=c1[nH]c(CN2CC=C(c3ccccc3)CC2)nc2scc(-c3ccccc3)c12 | 96 | 91 | 97 | 89 | 1 | 100 | -8 | -12
54 | O=c1[nH]c(=O)n(Cc2ccco2)c(O)c1/C=N/N1CCCCC1 | 103 | 95 | 88 | 99 | 23 | 103 | -5 | 3
55 | COC(=NC1CCCCC1)C(O)c1c[nH]c2ccccc12 (stereo not given) | 95 | 97 | 87 | 103 | 7 | 95 | 5 | 2

11 of the compounds above, screen by screen:
42: COC(=O)Cn1cc(C(=O)c2ccccc2F)c2ccccc21
43: COc1ccc(-n2c(/C=C/c3cccc(F)c3)nc3ccccc3c2=O)c(OC)c1
44: COc1ccc(CCNC2CCCCC2)cc1
45: O=C1NC(=O)C(=Cc2ccc3c(c2)OCO3)C(=O)N1
46: CCC(C)NC(=O)c1c(N)n(CC2CCCO2)c2nc3ccccc3nc12 (stereo not given)
47: Cn1cc(NC(=O)CCl)cn1
48: COc1ccccc1OCC(=O)N1CCCC(N(C)Cc2ccccc2)C1 (stereo not given)
49: COC(=O)c1ccccc1OP(=O)(c1cccc([N+](=O)[O-])c1)c1cccc([N+](=O)[O-])c1
50: CCN(CC)c1ccc(N=Cc2c(O)n(-c3cc(OC)ccc3OC)c(=O)[nH]c2=O)cc1
51: C=CCC1([C@@H](C)CCC)C(=O)NC(=O)NC1=O

Screen / compound no.	42	43	44	45	46	47	48	49	50	51
RPL19A TOR yeast	104	102	?	91	100	104	92	103	94	101
AGP1-GFP MLPCN	100	99	?	89	103	111	101	132	101	100
LAP4 TOR yeast	98	87	?	88	114	98	97	124	96	115
CIT2 TOR yeast	103	92	?	98	99	109	92	115	96	101
AHR act	/	/	1	-1	12	-1	0	-3	13	2
MEP2-GFP yeast	102	98	?	93	103	106	93	111	99	105
proCasp3 act	/	/	3	3	12	-2	3	12	-15	6
proCasp7 act	/	/	8	-13	2	4	3	4	-34	4

52: CCOP(=S)(OCC)SCCSCC

Screen / compound no.	52
RPL19A TOR yeast	102
AGP1-GFP MLPCN	100
LAP4 TOR yeast	120
CIT2 TOR yeast	79
AHR act	-2
MEP2-GFP yeast	103
proCasp3 act	7
proCasp7 act	5

High-throughput results as filed in PubChem BioAssay.
